HepG2 viability – HepG2 cytotoxicity, counter-screen for TGF-b inhibitors | HepG2 CAGA-GFP viability, ATP luminescence, 18 h | AID 588856 | Potency, µM (highest dose often 46.1 µM), for the others: top-dose activity change, negative = cytotoxicity, most hits filed as cytotoxic | 410,000 compounds, 0.76% hits; note: some results filed as inactive show a strong effect at the top dose
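HepG2 CAGA-GFP cells (1000/well, DMEM with 1% FBS) received compound, then TGF-beta at 500 pg/mL final, and were incubated 18 hours at 37 degrees C. Viability was read by CellTiter-Glo luminescence. Media-only wells were set as complete cell-killing and DMSO as no toxicity.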
EPAC2 antagonist – antagonists of human EPAC2; Q8WZA2; EPAC2 GEF exchange of Rap1B-BODIPY-GDP, fluorescence; Potency, µM (doses to about 114 µM), for inactives: at the highest dose activity, negative = inhibition, usual class: inhibitors; 360,000 compounds, 0.18% hits; AID 720708; note: % is set by controls: 0 for no effect and ±100 for the full control effect; nearly all actives have a fitted effect of over 45% in size; many of its hits are not listed in these tables
Target sequence (Q8WZA2 whole entry, looked up): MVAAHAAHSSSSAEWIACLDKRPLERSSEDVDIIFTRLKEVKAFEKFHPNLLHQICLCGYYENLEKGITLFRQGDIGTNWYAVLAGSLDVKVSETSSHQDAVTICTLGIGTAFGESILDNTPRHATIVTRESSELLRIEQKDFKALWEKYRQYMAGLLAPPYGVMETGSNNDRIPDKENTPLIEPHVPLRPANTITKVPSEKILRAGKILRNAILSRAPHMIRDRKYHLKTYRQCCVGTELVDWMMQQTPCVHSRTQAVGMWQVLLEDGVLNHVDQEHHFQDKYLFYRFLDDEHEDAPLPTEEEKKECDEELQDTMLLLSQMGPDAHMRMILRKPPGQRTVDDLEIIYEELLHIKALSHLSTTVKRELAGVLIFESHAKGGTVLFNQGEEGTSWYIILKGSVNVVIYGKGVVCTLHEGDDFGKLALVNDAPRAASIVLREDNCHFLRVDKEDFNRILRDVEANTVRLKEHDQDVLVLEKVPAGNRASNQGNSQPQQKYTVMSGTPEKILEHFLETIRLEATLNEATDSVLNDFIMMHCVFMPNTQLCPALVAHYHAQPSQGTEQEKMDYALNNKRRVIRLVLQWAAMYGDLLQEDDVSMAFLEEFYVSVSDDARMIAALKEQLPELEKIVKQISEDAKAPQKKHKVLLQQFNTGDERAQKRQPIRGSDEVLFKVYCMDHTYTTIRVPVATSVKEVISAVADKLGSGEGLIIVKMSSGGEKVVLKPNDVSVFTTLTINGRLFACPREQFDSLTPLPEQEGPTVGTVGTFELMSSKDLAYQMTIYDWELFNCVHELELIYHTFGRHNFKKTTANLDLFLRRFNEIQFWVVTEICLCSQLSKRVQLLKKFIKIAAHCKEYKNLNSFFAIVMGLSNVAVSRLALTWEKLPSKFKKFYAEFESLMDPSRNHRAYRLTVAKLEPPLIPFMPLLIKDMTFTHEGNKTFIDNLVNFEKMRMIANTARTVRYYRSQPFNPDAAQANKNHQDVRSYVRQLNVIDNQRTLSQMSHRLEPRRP
Nrf2 activator – activators of Nrf2 (ARE) signaling | AREc32 ARE-luciferase reporter (MCF7-derived line), luminescence, 24 h | Potency, µM (doses to about 46.1 µM), for inactives: top-dose activation, actives largely listed as activators | 410,000 compounds, 0.31% hits | AID 624171; note: % of control where 0% means no effect; nearly all actives have a fitted effect of over 65% in size
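Steps: seed AREc32_Fluc cells (1000/well, 5% FBS OPTI-MEM); incubate overnight at 37 deg C; add 23 nL compound; incubate 24 hr; add Steady-Glo; hold 30 min RT; read luminescence.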
S2 tox – cell viability loss in ATXN counter-screen. S2 cells (HEK-293 line with an ATXN2-luciferase reporter) viability, CellTiter-Fluor protease fluorescence, 24 h. AID 651635. 400,000 compounds, 0.49% hits. Potency, µM (series often up to 56.7 µM), actives largely listed as cytotoxic; note: nearly all actives have a fitted effect of over 40% in size
ATXN2 expr inh – reduces ATXN2 reporter expression in HEK-293 cells | Potency, µM (doses to about 57 µM), for the others: at the highest dose activity change, negative = inhibition, hits mostly inhibitors | HEK-293 ATXN2-luciferase reporter, luminescence, 24 h | 360,000 compounds, 0.72% hits; note: % is set by controls: 0 for no effect and ±100 for the full control effect; nearly all actives have a fitted effect of over 55% in size
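ATXN2-luciferase reporter cells (luciferase flanked by upstream and downstream ATXN2 gene portions) were treated 24 h at 37 °C with compounds at up to 57 uM. SteadyGlo luminescence gave expression; GF-AFC fluorescence gave viability.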
MCF10A rerep – inducers of DNA re-replication in MCF 10A breast cells. AID 624296. 350,000 compounds, 2.9% hits. MCF 10A DNA re-replication, Hoechst nuclear intensity, 48 h. Potency, µM (titrated, usually from 46.1 µM), for inactives: at the top dose activity, positive = re-replication, usual class: activators; note: % of control where 0% means no effect; nearly all actives have a fitted effect of over 50% in size
A549 viability – kills or reduces viability of A549 cells in Nrf2 counter-screen | A549 ARE-Fluc cells, CellTiter-Fluor viability, 18-24 h | Potency, µM (titrated, usually from 46 µM), for the others: top-dose activity change, negative = cytotoxicity, actives largely listed as inhibitors | AID 504648 | 390,000 compounds, 0.16% hits; note: % is set by controls: 0 for no effect and ±100 for the full control effect
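A549 ARE-Fluc cells in 5% FBS OPTI-MEM, 5000 cells/well, rested 2 h then exposed to compounds in concentration-response for 18-24 h at 37 °C. Viability by CellTiter-Fluor fluorescence (Ex 405/Em 525) after 30 min; luciferase luminescence (BugLite, 15 min, RT) read afterwards.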
Nrf2 inh – inhibitors of Nrf2 signaling. A549 ARE-Fluc reporter, luciferase luminescence, 18-24 h. Potency, µM (doses to about 46 µM), without a hit: at the top dose activity change, negative = inhibition, actives largely listed as inhibitors. 360,000 compounds, 2.1% hits; note: % is set by controls: 0 for no effect and ±100 for the full control effect; nearly all actives have a fitted effect of over 60% in size
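Cells were seeded and rested 2 h, then exposed to compounds for 18-24 h. CellTiter-Fluor was read first as a viability measure. BugLite was added 15 min before the final luminescent read of ARE-luciferase activity in A549 cells.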
TGFb inhibitor – blocks TGF-b signaling; HepG2 CAGA-GFP TGF-b/SMAD3 reporter, GFP fluorescence, 18 h; TGF-beta stimulated, 500 pg/mL final; Potency, µM (top dose mostly 46.1 µM), inactives show at the highest dose activity, negative = inhibition, hits mostly inhibitors; AID 588855; 410,000 compounds, 1.2% hits; note: % is set by controls: 0 for no effect and ±100 for the full control effect; nearly all actives have a fitted effect of over 65% in size
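Using HEPG2 CAGA-GFP reporter cells at 1000 cells/well, we pinned test compounds, stimulated with recombinant TGF-beta (500 pg/mL final) and measured total well GFP after 18 h.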
An asterisk follows results filed as active; i = inactive; u = inconclusive; x = not tested or not shown; [ ] = remark or other dose. Calls come from the whole dose curve; as a rule, active = well fitted curve in the direction sought with a large enough effect; inconclusive = small, poorly fitted or top-dose-only effect, or another doubt; inactive = no such curve, though single readings can be large; an effect the other way counts as inactive or inconclusive. Potency is the fitted concentration of half-maximal effect.

Second line of a record – HepG2 viability, EPAC2 antagonist, Nrf2 activator, S2 tox, ATXN2 expr inh, MCF10A rerep, A549 viability, Nrf2 inh, TGFb inhibitor
- CCCCCn1c(=O)[nH]c2cc(C(=O)Nc3ccc(OC)cc3)ccc2c1=O
 : 6%, 0%, 0.0%, i, 13%, -1%, 6%, 10%, 1%
- O=c1c2ccccc2n(Cc2ccc(Cl)cc2)c(=O)n1Cc1ccco1
 : -36%, 15%, -0.3%, i, -15%, 7%, 2%, -9%, -2%
- COc1ccc(C)cc1-n1c(SCC(=O)Nc2cccc(C(=O)O)c2)nc2ccccc2c1=O
 : -1%, -4%, -0.4%, i, -8%, 5%, -10%, -10%, 0%
- Cc1cc(Cl)ccc1OCC(=O)NCCCCc1ccccc1
 : -11%, 0%, -0.1%, i, 7%, u, 3%, -8%, u
- CSc1ccccc1Sc1cc(C(=O)O)c2ccccc2n1
 : -23%, -1%, 0.5%, i, -9%, u, -4%, 12%, 1%
- CCOC(=O)C1=CN(Cc2cccc(F)c2)S(=O)(=O)N(C)C1c1ccc2ccccc2c1 (configuration not stated)
 : 3%, 7%, -0.1%, i, 10%, 0%, -1%, -4%, -3%
- O=C(NCc1cccnc1)c1cc(C2CCCN(C(=O)CCCc3ccccc3)C2)on1 (configuration not stated)
 : -48%, -6%, 1.1%, i, -4%, x, x, x, -2%
- COc1ccc(Nc2cc(=O)n(-c3ccccc3)c3c2c(=O)n(C)c(=O)n3C)cc1
 : 6%, -10%, 0.0%, i, -17%, -1%, -3%, -6%, 10%
- O=C(Cc1c(Cl)cccc1Cl)OCC(=O)N1CCN(C(=O)c2ccco2)CC1
 : -3%, -1%, 0.1%, i, 7%, -8%, 2%, -1%, 7%
- CCOc1ccc(-c2nnc(NC(=O)Cc3ccc(OC)cc3)o2)cc1
 : -32%, -1%, 3.2%, i, -1%, u, 4%, -4%, 3%
- O=C(Nc1ccc(Br)c(Cl)c1)c1ccco1
 : -28%, -2%, u, i, 36%[activator], 3%, -10%, u, -2%
- Cc1ccc(C)c(-n2c(CCC(=O)O)ccc2-c2ccc(Cl)cc2)c1
 : -31%, x, 13%, i, 7%, x, -8%, -1%, u
- Cc1cc(OC(=O)c2cccc([N+](=O)[O-])c2)c(C)cc1CN1CCOCC1
 : -7%, -17%, 5.4%, i, -14%, u, 1%, 5%, 2%
- Cc1ccc(-n2c(SCc3ccccc3C)nc3[nH]ncc3c2=O)cc1C
 : -106%, x, -0.4%, u, u, x, u, x, u
- Cc1ccc(C)c(NC(=O)CSc2c3c(nc4ccc(Cl)cc24)CCCC3)c1
 : 0%, x, 5.9%, x, x, x, -12%, u, 1%
- CCN1CCN(c2ccc(S(=O)(=O)N3CCCCC3)cc2NC(=O)CCNC(C)=O)CC1
 : 5%, 8%, -0.5%, i, 9%, 0%, 9%, 21%, 8%
- CCc1c(O)nc(SCC(=O)N(CC)CC)[nH]c1=O
 : -6%, 10%, -0.4%, i, 2%, 4%, 1%, 1%, -1%
- CCOc1ccc(NC(=O)CCSc2nc3c(c(CC)c2C#N)C(=O)CC(C)(C)C3)cc1
 : -2%, -6%, 1.5%, u, -3%, 13%, -9%, u, 0%
- O=C(Nc1ccc(N2CCN(C(=O)c3ccco3)CC2)c(Cl)c1)c1cccs1
 : -35%, -5%, 4.2%, i, u, u, -9%, x, 4%
- CSCCC(=O)N1CCCC(CO)(CCCc2ccccc2)C1 (configuration not stated)
 : -12%, -6%, -0.2%[9.22 µM], i, -3%, -11%, -9%, 0%, 4%
- COc1cccc([C@@H]2Oc3ccc(OC)cc3C(=O)[C@H]2OC(=O)Nc2cc(OC)c(OC)c(OC)c2)c1
 : -15%, u, 4.6%, i, 17%, 4%, -4%, 1%, -20%
- O=C(Nc1ccc(F)cc1F)N1CCCCC1c1cccnc1 (configuration not stated)
 : 3%, 6%, 0.1%, i, -1%, 0%, -1%, 4%, u
- Cc1cc(C)nc(NS(=O)(=O)c2ccc(NC(=S)NC(=O)c3ccco3)cc2)n1
 : -6%, -8%, -0.1%, i, -10%, -3%, 1%, -22%, -7%
- COc1ccc(Oc2c(C)oc3c(CN4CCOCC4)c(O)ccc3c2=O)cc1
 : -7%, 5%, 0.1%, i, -9%, 2%, -2%, 4%, -4%
- COc1ccc(CC(=O)OCCc2cc3cc(OC)c(OC)cc3c(=O)o2)cc1
 : -5%, -28%, -0.3%, i, -1%, 14%, 3%, 0%, -5%
- O=C(NCc1ccccc1Cl)C(=O)c1cn(CC(=O)N2CCOCC2)c2ccccc12
 : -7%, -6%, -0.1%, i, -12%, u, -1%, 3%, -1%
- N#Cc1ccc(CSCC(=O)NN=C2CCCC2)cc1
 : -1%, -3%, -0.3%, i, 6%, -3%, -3%, -1%, 8%
- Cc1ccc(/C(O)=C2\C(=O)C(=O)N(CCN(C)C)C2c2ccccc2F)cc1 (configuration not stated)
 : 8%, 6%, 0.0%, i, 5%, 3%, -4%, u, 1%
- CN(C)C(CNS(=O)(=O)c1ccc(Cl)cc1F)c1ccco1 (configuration not stated)
 : -10%, 22%, 0.0%, i, -23%, 3%, 5%, -3%, -14%
- Cc1c(C(=O)N2CCCC2)oc2c1-c1nn(CC(=O)NCCCN3CCCCC3)cc1CC2
 : -3%, -6%, 1.9%, i, -17%, -1%, 5%, 4%, 1%
- Cc1ccc(S(=O)(=O)N2CCCc3cc(NS(=O)(=O)c4ccc(F)c(C)c4)ccc32)cc1
 : -4%, x, -1.8%, u, u, x, u, x, u
- CC(C)C(c1nnnn1C1CCCC1)N1CCOCC1 (configuration not stated)
 : -3%, 13%, -0.7%, i, -2%, -1%, -2%, -9%, -18%
- C[C@H](NC(=O)[C@@H]1Cc2ccccc2CN1)C(=O)Nc1ccc2c(c1)OCCO2
 : -1%, -2%, -0.3%, i, -28%, 13%, 5%, 6%, -14%
- COc1cc(OC)c2c(N)c(C#N)c(C(F)(F)C(F)(F)F)nc2c1
 : -3%, 4%, -0.8%, i, 6%, 8%, -8%, 17%, 14%
- COc1ccc2oc(=N)c(-c3nnc4n3CCCCC4)cc2c1
 : -12%, 0%, 0.1%, x, x, -2%, -11%, 13%, 44%[activator]
- Cc1ccccc1NC(=O)Cc1nc(COC(=O)Cc2ccccc2F)cs1
 : -5%, -8%, -0.7%, i, -1%, 5%, 1%, 3%, -4%
- CN(CC(=O)Nc1ccc(Cl)c(C(F)(F)F)c1)C(=O)C1CC(=O)N(c2ccc3c(c2)OCCO3)C1 (configuration not stated)
 : -24%, 4%, -1.4%, i, x, x, x, x, u
- c1ccc(CCNc2nc3ccccc3s2)cc1
 : -35%, -4%, 2.7%, i, 148%[activator], u, -14%, u, 2%
- CCOc1ccc(C(=O)OCn2nnc3ccccc3c2=O)cc1OC
 : 1%, -3%, 0.0%, i, 0%, 2%, -16%, -18%, -1%
- Cc1ccc(C)c(NC(=O)c2cc(S(=O)(=O)N3CCCCCC3)ccc2F)c1
 : -16%, x, 0.3%, i, -6%, x, 2%, x, u
- CCc1ccc(OCCCOc2ccc(C=O)cc2)cc1
 : -24%, -5%, -0.6%, i, 14%, -3%, 1%, 10%, -21%
- O=C(CCNC(=O)c1ccccc1Cl)Nc1ccc(S(=O)(=O)N2CCOCC2)cc1
 : 2%, 11%, -0.1%, i, x, x, x, x, -1%
- CCOc1ccc(NC(=O)C(=O)N/N=C\c2ccc(CNS(=O)(=O)c3ccccc3)o2)cc1
 : 1%, 9%, 0.0%, u, 5%, u, -4%, 3%, -3%
- Cc1ccc(-c2nc(N)s[n+]2-c2ccccc2)cc1
 : -3%, 2%, 2.3%, i, 48%[activator], 11%, 5%, 14%, 7%
- O=C(NCC(=O)N1CCOCC1)OCc1ccccc1
 : 20%, -2%, -0.4%, i, x, 41%, 4%, 17%, 3%
- O=C(CSc1nnc(-c2cccnc2)s1)Nc1ccc(C(=O)O)cc1
 : 20%, -1%, -0.8%, i, 1%, 2%, 6%, -11%, 1%
- CSCCC(NC(=O)c1ccco1)C(=O)NCC(c1ccccc1)N(C)C (configuration not stated)
 : 4%, 7%, -0.3%, i, 4%, 4%, -1%, 3%, 2%
- CC(NC(=O)/C=C/c1ccco1)c1nc2ccccc2n1Cc1cccc(Cl)c1 (configuration not stated)
 : -29%, -16%, u, i, -17%, u, -2%, -2%, u
- CCOCc1c(C(=O)OCC(=O)NCc2ccc(F)cc2)oc2ccccc12
 : 8%, 10%, 0.1%, i, -5%, 7%, -5%, 0%, -27%
- COc1ccc(-c2c(C)n([O-])c3c([n+]2=O)CCC3)cc1OC
 : 5%, 8%, 0.0%, u, 4%, 12%, -5%, 4%, 4%
- COc1ccc(S(=O)(=O)N2CCC(C(=O)NC3CC3)CC2)cc1C
 : -12%, 13%, 0.1%, i, 1%, 0%, 0%, -10%, 0%
- CCOc1ccc(CCNC(=O)c2nnc(CS(=O)(=O)c3ccccc3)o2)cc1OCC
 : -2%, -1%, 0.1%, i, -9%, 22%, 0%, u, 2%
- CC1(C(=O)Nc2ccc3c(c2)OCCO3)CCN1Cc1ccc(-c2ccccn2)cc1 (configuration not stated)
 : -1%, -13%, 3.7%, i, -6%, x, x, x, -23%
- CC(C)[C@H](NC(=O)c1ccccc1F)C(=O)Nc1nc2c(s1)CCCC2
 : -15%, 4%, 5.7%, i, 0%, -11%, 0%, 13%, -27%

Fetched one by one from the entries so far, 3 records:
Second line of a record – HepG2 viability, EPAC2 antagonist, Nrf2 activator, S2 tox, ATXN2 expr inh, MCF10A rerep, A549 viability, Nrf2 inh, TGFb inhibitor
- COc1ccc2oc(=N)c(-c3nnc4n3CCCCC4)cc2c1
 : -12%, 0%, 0.1%, x, x, -2%, -11%, 13%, 44%[activator]
- CCc1ccc(OCCCOc2ccc(C=O)cc2)cc1
 : -24%, -5%, -0.6%, i, 14%, -3%, 1%, 10%, -21%
- C[C@H](NC(=O)[C@@H]1Cc2ccccc2CN1)C(=O)Nc1ccc2c(c1)OCCO2
 : -1%, -2%, -0.3%, i, -28%, 13%, 5%, 6%, -14%

These rows are one share of the data (hit frequency here may not be typical).
